Compound activity as filed in PubChem BioAssay.
RTF Ca sens inh – cardiac RTF calcium desensitization; P19429+P45379; IANBD-labeled cardiac RTF, Ca2+ fluorescence; inhibition, % at 7.15 µM; actives 0.12% (n = 340,000);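 active = inhibition above the mean inhibition of all tested compounds plus 3 SD, cut at about 17% in these data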;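 note: assay run at fixed EC70 calcium of 1.6 mM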
Rtt109 HAT inh – C. albicans Rtt109 histone acetyltransferase inhibition; actives 0.16% (n = 330,000); Q5AAJ8; inhibition, % at 34.9 µM; purified Rtt109/Vps75, ThioGlo CoA-SH fluorescence, 4 h;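 active = inhibition of at least 50% in every replicate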
PfHsp90 yeast 2 – growth inhibition of yeast expressing Plasmodium Hsp90; inhibition, % at 9.4 µM; actives 0.32% (n = 310,000); AID 504621; S. cerevisiae expressing PfHsp90, BacTiter-Glo ATP, 48 h; yeast lacking PDR1 and PDR3 efflux regulators;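 active = every replicate shows inhibition above about 80%, whatever the replicate mean, limit read from the data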;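 note: 0% = DMSO neutral controls and 100% = 20 µM radicicol positive controls; yeast relying on Plasmodium falciparum Hsp90 in place of its own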
LANA DNA inh – inhibitors of KSHV LANA C-terminal domain DNA binding. inhibition, % at 9 µM. MBP-C-LANA/FAM-LBS DNA binding, fluorescence polarization. actives 0.078% (n = 340,000);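 active = highest replicate inhibition at or above 60% at 9 µM, even if other replicates fall short; inactive = all replicates below 60% inhibition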;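 note: 0% = neutral control wells and 100% = 4 µM acridine orange control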
dFosB act – activators of mouse delta FosB homodimer | activation, % at 25 µM | purified delta FosB, TAMRA-CDK5 oligo fluorescence polarization; percent of positive-control signal above neutral wells | actives 0.99% (n = 340,000) | P13346 | AID 493131;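 active = mean activation above about 17%, with every replicate also reaching it, limit read from the data, passing the limit was not always enough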;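 note: fluorescence polarization rise as delta FosB binds a TAMRA Cdk5 AP-1 oligo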
SUMO Mot1 rescue – blocks SUMOylation pathway, rescuing yeast Mot1-301 growth. growth rescue, % at 18.8 µM. AID 2716. actives 1% (n = 320,000). S. cerevisiae Mot1-301 growth rescue, ATP luminescence, 38.5C; percent above DMSO median, 100 means doubled;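 active = every valid replicate shows activation above 250% relative to neutral control wells; inactive = the rest, any valid replicate at or below 250%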;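 note: OY570 slx delta 5 strain wells were the positive control but not used for scaling; some compounds called inactive have numbers as strong as hits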
CDK5 inh – blocks human CDK5/p35 kinase activity; Q00535+Q15078; Recombinant CDK5/p35, ADP-Glo luminescence, 60 min; inhibition, % at 10 µM; actives 0.01% (n = 330,000); AID 488839;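 active = highest replicate inhibition of at least 50% and at least 75% of replicates reaching 50%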;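 note: plate controls were DMSO neutral control for no effect and GW8510 at 10 µM for full effect; many of its hits are not listed in these tables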
cardiac RTF act – cardiac RTF calcium sensitization | P19429+P45379 | IANBD-labeled TnC RTF fluorescence at EC20 calcium; 0% EC20 calcium, 100% full calcium | activation, % at 7.2 µM | actives 0.24% (n = 340,000);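 active = activation above the mean over all tested compounds plus 3 SD, cut at about 30% in these data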;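 note: rise in fluorescence read as greater calcium sensitivity of cardiac thin filaments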
NSD2 HMT inh – blocks human histone methyltransferase NSD2; inhibition, % at 12.5 µM; NSD2 peptide methylation, AlphaScreen, 120 min; actives 0.54% (n = 310,000); AID 743445; in the data active = inhibition above about 50%
Target sequence (O96028 whole entry, looked up): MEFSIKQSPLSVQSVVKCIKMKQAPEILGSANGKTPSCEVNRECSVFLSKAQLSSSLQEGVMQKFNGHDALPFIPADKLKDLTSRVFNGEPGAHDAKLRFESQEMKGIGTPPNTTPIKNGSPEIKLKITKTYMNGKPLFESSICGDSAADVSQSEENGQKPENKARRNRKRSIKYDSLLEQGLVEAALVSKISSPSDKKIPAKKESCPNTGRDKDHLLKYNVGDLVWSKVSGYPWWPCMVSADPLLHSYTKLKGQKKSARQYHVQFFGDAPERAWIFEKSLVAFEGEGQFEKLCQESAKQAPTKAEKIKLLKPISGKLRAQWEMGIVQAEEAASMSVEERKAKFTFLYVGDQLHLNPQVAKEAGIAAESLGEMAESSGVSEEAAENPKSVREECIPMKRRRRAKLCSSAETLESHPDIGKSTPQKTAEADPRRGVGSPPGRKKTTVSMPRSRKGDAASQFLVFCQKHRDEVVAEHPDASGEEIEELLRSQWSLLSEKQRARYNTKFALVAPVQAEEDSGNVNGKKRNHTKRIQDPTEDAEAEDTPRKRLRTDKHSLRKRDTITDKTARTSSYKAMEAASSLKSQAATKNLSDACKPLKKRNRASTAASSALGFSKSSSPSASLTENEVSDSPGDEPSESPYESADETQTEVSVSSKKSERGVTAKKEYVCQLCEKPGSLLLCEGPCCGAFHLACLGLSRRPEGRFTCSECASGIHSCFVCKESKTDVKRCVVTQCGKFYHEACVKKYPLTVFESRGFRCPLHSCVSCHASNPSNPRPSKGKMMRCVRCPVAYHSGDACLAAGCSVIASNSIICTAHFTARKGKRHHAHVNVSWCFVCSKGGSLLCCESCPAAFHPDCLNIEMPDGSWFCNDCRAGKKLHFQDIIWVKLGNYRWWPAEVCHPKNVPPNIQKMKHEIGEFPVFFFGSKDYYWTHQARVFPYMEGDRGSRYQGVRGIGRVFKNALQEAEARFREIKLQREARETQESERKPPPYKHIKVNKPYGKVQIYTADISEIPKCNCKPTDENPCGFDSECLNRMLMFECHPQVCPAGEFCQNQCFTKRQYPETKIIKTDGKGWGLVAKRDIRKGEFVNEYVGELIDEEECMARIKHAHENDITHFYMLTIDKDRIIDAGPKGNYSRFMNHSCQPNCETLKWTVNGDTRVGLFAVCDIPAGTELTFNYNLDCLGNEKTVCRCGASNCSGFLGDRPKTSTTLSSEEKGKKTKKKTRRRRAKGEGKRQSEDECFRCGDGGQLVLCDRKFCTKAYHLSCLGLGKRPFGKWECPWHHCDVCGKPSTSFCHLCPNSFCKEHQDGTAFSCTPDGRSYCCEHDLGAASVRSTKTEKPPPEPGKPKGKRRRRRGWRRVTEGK
PvdQ inh – P. aeruginosa PvdQ acylase inhibition. purified PvdQ acylase, fluorescence plate reader. inhibition, % at 10 µM. actives 0.063% (n = 340,000); in the data active = inhibition above about 30%, passing the limit was not always enough;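 note: 0% = vehicle neutral wells and 100% = reference inhibitor wells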
Keap1 Nrf2 FP – disrupts human Keap1 binding to Nrf2 peptide; Keap1 Kelch-Nrf2 peptide fluorescence polarization, 1536-well; inhibition, % at 9.4 µM; actives 0.15% (n = 340,000); AID 504523; in the data active = inhibition above about 12%;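 note: human Keap1 Kelch domain with fluorescein labeled Nrf2 9mer peptide probe; 0% = neutral control wells and 100% = peptide positive control; higher means more block of Keap1 binding to Nrf2 peptide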
An asterisk follows results filed as active; nt = not tested or not shown.

SMILES | RTF Ca sens inh | Rtt109 HAT inh | PfHsp90 yeast 2 | LANA DNA inh | dFosB act | SUMO Mot1 rescue | CDK5 inh | cardiac RTF act | NSD2 HMT inh | PvdQ inh | Keap1 Nrf2 FP
CCOC(=O)c1ccc(N2C(=O)CC(N3CCN(C(=O)c4ccccc4)CC3)C2=O)cc1 (stereo not given) | 1 | -3 | 19 | -0.5 | -7 | 7 | -0.2 | 0 | -3 | -2 | 7
CCC(C)(C)NC(=O)C(OC(=O)c1ccco1)c1ccccc1OC (stereo not given) | 0 | -1 | -4 | 0.0 | -3 | 6 | 2.3 | 2 | 3 | 3 | 0
Cc1ccc(NC(=O)CCN2C(=O)CSC2=O)cc1 | -1 | -8 | 15 | 0.6 | -8 | 8 | -0.8 | 1 | -5 | -3 | -5
CCCCc1ccc(NC(=O)CSc2nc(=O)n(CCN3CCOCC3)c3c2CCC3)cc1 | 0 | -18 | nt | -0.1 | -14 | 201 | 0.2 | -1 | 0 | -12 | -5
Cc1ccc(C2=[N+]([O-])C(C)(C)N(O)C2(C)C)cc1 | -1 | 23 | -3 | 0.7 | 2 | 52 | -1.5 | 5 | 0 | 3 | -1
O=C(N/N=C\c1c(O)ccc2ccccc12)c1ccc(Cn2cccn2)o1 | -6 | 0 | 2 | 2.7 | 0 | nt | 0.5 | 2 | -1 | 2 | -3
CC1=Nc2ccc(C)cc2/C1=C/c1c(N)n2nc(CC(=O)N3CCOCC3)sc2nc1=O | -12 | 9 | -8 | 18 | 9 | 14 | 0.1 | -2 | 2 | -3 | 0
Cc1ccc(NS(=O)(=O)c2ccc3c(c2)oc(=O)n3C)cc1 | 4 | -51 | -8 | -1.0 | -7 | -21 | -1.1 | -5 | -4 | -3 | -2
O=C(O)c1cccc(S(=O)(=O)Nc2ccc(O)c(Sc3nc4ccccc4s3)c2)c1 | -3 | -14 | -12 | 0.5 | -3 | 3 | -1.4 | 5 | 3 | 4 | -4
O=C(NCCCN1CCCC1=O)C(=O)NCC1OCCN1S(=O)(=O)c1ccc(Cl)cc1 (stereo not given) | 11 | 2 | -1 | -1.2 | -4 | -7 | -0.3 | 3 | -1 | 1 | 1
C=CCn1c(CSCc2ccc(Cl)cc2Cl)nnc1SCC(=O)Nc1ccc(C(=O)O)cc1 | 3 | 30 | -20 | -5.5 | -11 | -17 | -1.5 | -6 | -9 | -1 | 2
O=C(Nn1cnnc1)c1csc2ccccc12 | -5 | -3 | 0 | -0.1 | -3 | 5 | 0.5 | 6 | 1 | -18 | -6
O=C(CNC(=O)Cn1cnc2sc3c(c2c1=O)CCCC3)NCc1ccccn1 | 8 | 19 | 16 | 1.2 | 1 | 108 | -0.6 | 2 | nt | 3 | -3
O=C(O)COc1cccc(NC(=O)c2ccccc2)c1 | 8 | -1 | 12 | 1.1 | -3 | -8 | -1.2 | 1 | 4 | 1 | 0
COc1ccc(CCNC2=CC(=O)N(c3ccc(F)cc3)C2=O)cc1 | 2 | -3 | 4 | 0.2 | 5 | 1 | 0.6 | 0 | -3 | 11 | -1
Cc1ccccc1OCCn1cc(C(=O)O)c2ccccc21 | -1 | -7 | 14 | 0.1 | -2 | 184 | -0.4 | 2 | 0 | 9 | -4
CC(C)(C)NC(=O)COc1ccc(CNCc2ccccn2)cc1 | 0 | 0 | nt | -0.8 | -6 | 155 | 2.1 | 1 | -4 | 7 | -4
CCN1C(=O)C(CC(=O)N2CCN(C(c3ccccc3)c3ccccc3)CC2)N(CC)C1=O (stereo not given) | -1 | 0 | 17 | 1.2 | -5 | 2 | 0.3 | -1 | 5 | 4 | -1
CCN(Cc1ccccc1)C(c1cc2cc(C)cc(C)c2[nH]c1=O)c1nnnn1CCOC (stereo not given) | 8 | 29 | 6 | 1.4 | -5 | -11 | 0.1 | -2 | 3 | 4 | -5
COc1ccccc1OCC(=O)NNC(=O)C1CCN(c2ncnc3sc(C)c(C)c23)CC1 | 6 | 3 | -22 | -0.8 | -5 | -6 | 1.4 | -6 | 7 | -5 | -7
CC(C)CN(C(=O)Cn1c(C(F)(F)F)nc2ccccc21)c1c(N)n(Cc2ccccc2)c(=O)[nH]c1=O | -3 | 3 | -18 | 1.1 | -7 | nt | 0.4 | -7 | -2 | -10 | 0
COc1ccc(N/N=C(\C#N)C(N)=O)cc1 | 11 | 11 | 4 | -1.0 | -2 | -17 | 0.5 | -6 | 0 | -2 | -1
CC(=O)Nc1ccc(Sc2ccccc2C(=O)N2CCCC2)cn1 | -6 | -5 | -15 | -0.2 | -7 | -4 | -7.6 | 4 | 1 | -15 | -2
Cc1ccc(CN(CC(=O)NC(C)(C)C)C(=O)CNC(=O)c2cccs2)cc1 | 0 | 19 | -34 | 0.5 | 2 | -9 | -0.1 | 1 | -3 | -2 | 0
Cc1ccccc1NC(=O)Cn1c(=O)n(CC2CCCO2)c(=O)c2ccccc21 (stereo not given) | 0 | -3 | 6 | -3.4 | -1 | 88 | -0.3 | 0 | 2 | -11 | -4
COc1ccc(C2=NOC(C)(c3nnc(-c4ccccc4)o3)C2)cc1 (stereo not given) | -4 | 0 | nt | -0.6 | -5 | -4 | 1.7 | -5 | nt | -9 | 2
COc1cc(CC(=O)OCC(=O)N2CCN(C(=O)c3ccco3)CC2)cc(OC)c1OC | -6 | -19 | 21 | 1.2 | 1 | -1 | 0.1 | 4 | -2 | -11 | 1
CC(C)c1nnc(NC(=O)CN2C(=O)c3ccccc3C2=O)s1 | 2 | -1 | -4 | 0.3 | 9 | 3 | 2.6 | 2 | -1 | 6 | -2
O=C(CN1CCN(S(=O)(=O)c2ccccc2F)CC1)N1CCc2ccccc2C1 | 2 | 5 | 29 | -1.2 | -1 | -19 | -0.6 | -4 | 6 | 10 | -3
CCN(CC)Cc1c(C(=O)N/N=C/c2cccc(OCc3cccc(Cl)c3)c2)nnn1-c1nonc1N | -5 | -13 | -1 | 0.8 | -14 | 4 | -0.7 | -6 | 0 | 5 | 0
COc1cc(-c2nnc(COC(=O)C3c4ccccc4Oc4ccccc43)o2)cc(OC)c1OC | -5 | 3 | -1 | -1.6 | 5 | -2 | -0.5 | 1 | 1 | -10 | -7
COc1ccc(-c2nn(-c3ccccc3)cc2/C=N/NC(N)=S)cc1OC | -3 | 5 | -29 | 1.1 | 1 | 8 | -8.7 | 17 | -1 | -14 | -8
COc1ccc(N(CC(=O)Nc2cc(Cl)ccc2C)S(=O)(=O)c2c(C)noc2C)cc1 | -1 | 4 | -1 | -0.8 | -9 | 19 | -1.0 | -1 | 0 | -2 | -3
CC1C(c2ccccc2)=[N+]([O-])C2(CCCCC2)N1O (stereo not given) | -2 | 11 | nt | 1.3 | -1 | 31 | -0.9 | 2 | 0 | 6 | 5
O=C(CN(CCc1ccccc1)S(=O)(=O)c1ccc(Cl)cc1)N/N=C/c1ccccc1C(=O)O | 8 | nt | -18 | 1.7 | -6 | -5 | -1.3 | -1 | 4 | 8 | 3
CC(C)(O)CCCC(C)(O)c1ccc(C(=O)O)cc1O (stereo not given) | -3 | -6 | -3 | 13 | 0 | -12 | -1.6 | 2 | nt | 7 | -3

Individual results from the list:
CCOC(=O)c1ccc(N2C(=O)CC(N3CCN(C(=O)c4ccccc4)CC3)C2=O)cc1 (stereo not given) in Rtt109 HAT inh is listed with -3
O=C(O)c1cccc(S(=O)(=O)Nc2ccc(O)c(Sc3nc4ccccc4s3)c2)c1 in Rtt109 HAT inh is listed with -14

(continued)
SMILES | RTF Ca sens inh | Rtt109 HAT inh | PfHsp90 yeast 2 | LANA DNA inh | dFosB act | SUMO Mot1 rescue | CDK5 inh | cardiac RTF act | NSD2 HMT inh | PvdQ inh | Keap1 Nrf2 FP
COc1cc(CCC(=O)Nc2cc(C)cc(C)c2)cc(OC)c1OC | 0 | 2 | -40 | 1.9 | -1 | -2 | -3.4 | -1 | 4 | -16 | -2
O=C(COC(=O)c1cccs1)NC12CC3CC(CC(C3)C1)C2 | -12 | -4 | -32 | -0.3 | -2 | 409 | -1.7 | 1 | nt | -10 | 0
Cn1nc(C(=O)Nc2ccc3c(c2)OCCO3)c2ccccc2c1=O | -9 | 5 | -13 | -1.5 | -13 | -2 | -2.2 | 4 | 2 | -6 | -8
COc1ccc2oc(C(=O)OCC(=O)c3ccc4c(c3)OCCO4)c(C)c2c1 | 0 | 11 | nt | -0.6 | -6 | nt | 0.8 | -11 | 2 | 7 | 1
COc1cc2cc(C(=O)NCCc3ccccc3)[nH]c2cc1OC | 1 | -1 | -19 | 1.4 | 2 | 10 | 0.7 | -2 | 1 | 2 | -3
NS(=O)(=O)c1ccc(NC(=O)Cn2ncc3c2-c2ccccc2OC3)cc1 | -4 | 7 | 6 | 0.8 | 10 | 18 | 0.0 | 5 | nt | 9 | -4
CCc1ccc2c(CSc3nnnn3C)cc(=O)oc2c1 | -5 | 5 | 13 | -0.3 | -3 | 9 | 0.1 | 0 | -1 | 11 | -1
O=C(COC(=O)Cc1ccccc1F)NNC(=O)c1ccc([N+](=O)[O-])cc1 | 2 | 4 | 19 | -0.1 | 4 | -1 | 0.6 | -3 | 10 | 6 | 3
O=C1CCC(C(=O)N2CCCCO2)CN1CCc1ccc(Cl)cc1 (stereo not given) | -8 | -3 | 6 | 0.9 | -2 | 7 | -2.5 | 2 | 2 | -9 | -5
COc1ccccc1C(=O)NCCC(=O)NC(C)c1ccc(-n2ccnc2)cc1 (stereo not given) | -5 | -7 | 13 | 0.2 | -10 | -17 | -9.6 | 6 | 0 | -15 | 0
CCN(CC)C(=O)Cn1cc(C(=O)C(=O)N2CCN(C)CC2)c2ccccc21 | 1 | 1 | -22 | -0.6 | 2 | -6 | 0.2 | -6 | -1 | -1 | 1
Fc1ccccc1CSc1nnc(-c2cccnc2)o1 | -5 | -5 | 6 | 1.5 | 3 | -10 | 1.2 | -3 | 1 | -7 | 1
Cc1cccnc1NC(=O)C12CCC(C)(C(=O)O1)C2(C)C (stereo not given) | -5 | 10 | -27 | 0.6 | -6 | 7 | -0.5 | -3 | -3 | -11 | 0
CCSc1ncc(Cl)c(C(=O)Nc2ccc(S(=O)(=O)Nc3ncccn3)cc2)n1 | -8 | -6 | -19 | 1.2 | 10 | 12 | 3.0 | 4 | -5 | -13 | 4
O=S(=O)(Nc1cccc(Oc2cnccn2)c1)c1ccc(F)cc1 | -9 | -3 | 6 | 0.0 | -1 | 0 | -1.3 | 9 | 0 | -9 | -5
Cc1cccc(N2CCN(C(=O)c3c(C)nn(Cc4ccccc4Cl)c3C)CC2)c1C | -2 | 17 | -24 | -0.6 | 2 | 40 | 1.4 | -2 | 2 | -10 | -2
Cc1cc(C)c(C#N)c(SCc2ccc(C(=O)O)cc2)n1 | 0 | 0 | 2 | -0.9 | -6 | -7 | 0.6 | -3 | -4 | -4 | 0
Sc1oc(-c2ccccc2)cc1C=Nc1ccccc1 | -8 | -3 | nt | 1.7 | -23 | 24 | -1.7 | 2 | nt | -10 | -6
Cc1ccc(NC(=O)Nc2cc(S(C)(=O)=O)ccc2Cl)cc1 | -4 | -14 | 2 | -0.2 | -4 | -7 | 1.7 | -1 | 3 | -10 | -7
